Assay outcomes: PubChem, National Center for Advancing Translational Sciences (NCATS)
aSyn yeast rescue: qHTS of alpha-syn Inhibitors: NCGC Sytravon Library Screen. S. cerevisiae alpha-synuclein toxicity rescue, BacTiter-Glo growth, 24 h. Potency, µM (doses to about 46.1 µM), without a hit: at the highest dose growth rescue (activation), most hits filed as activators. 0.02% of 94,000 active; active = well fitted activation curve with a large enough effect; inconclusive = small, poorly fitted or top-dose-only effect; note: 0% is about no effect
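Growth restoration measured by BacTiter-Glo luminescence after 24 hr at 30 deg C; alpha-synuclein yeast, raffinose-pregrown to mid-log, were added at OD600=0.02 in galactose medium onto pinned compounds.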
Active calls of the source: *; [ ] = another dose, or the depositor's remark. Potency is the fitted concentration of half-maximal effect. A portion of the library; rates above refer to the full screens.

Screening COc1ccc(C2=NN(C(=O)CCC(=O)O)C(c3cccs3)C2)cc1 (stereo unspecified) returned aSyn yeast rescue -1%.
COc1ccc2ccccc2c1C1CC(=O)N2CN(C3CCCCC3)CSC2=C1C#N (stereo unspecified) was read as aSyn yeast rescue -3%.
For CCC(C)NC(=O)Cn1c(=O)n(-c2cc(OC)cc(OC)c2)c(=O)c2ccccc21 (stereo unspecified) the results were aSyn yeast rescue -8%.
Screening O=C(Cn1ncc2c3ccccc3n(Cc3ccccc3F)c2c1=O)NCCc1ccc(Cl)cc1 returned aSyn yeast rescue -1%.
For Cc1ccc2c(c1)/C(=C/c1ccccc1F)C(=O)N2 the results were aSyn yeast rescue 6%.
`CN1C(=O)c2ccccc2Sc2ccc(NC(=O)N3CCN(c4cccc(Cl)c4)CC3)cc21` gave aSyn yeast rescue -6%.
`COc1cccc(CNC(=O)C(Cc2ccccc2)NS(=O)(=O)c2ccc3c(c2)CCN3C(C)=O)c1` (stereo unspecified) gave aSyn yeast rescue 8%.
For CCC1CN(C(=O)NCc2ccc(F)cc2)c2cc(C)ccc2O1 (stereo unspecified) the results were aSyn yeast rescue 3%.
`COc1ccc(-c2nnc(Nc3ccc(OCC(N)=O)cc3)c3ccccc23)cc1` gave aSyn yeast rescue 7%.
COC(=O)c1sccc1S(=O)(=O)N1CCN(c2ccccc2)CC1 was read as aSyn yeast rescue inconclusive.
Screening COc1ccc2cc3cc(C(=O)Nc4cc(C)c(Cl)cc4OC)oc3nc2c1 returned aSyn yeast rescue -9%.
`Cc1ccc(C)c(N2CCN(C(=O)c3cc(S(=O)(=O)N4CCC(C)CC4)cn3C)CC2)c1` gave aSyn yeast rescue 21%.
Screening COC(=O)c1ccc(NS(=O)(=O)c2ccc3[nH]c4c(c3c2)CCCC4)cc1 returned aSyn yeast rescue 12%.
Screening CCN(CC)S(=O)(=O)c1cc(NC(=O)NCCCl)ccc1C returned aSyn yeast rescue 3%.
Screening COc1ccc(NC(=O)c2ncn(-c3ccccc3)n2)cc1Cl returned aSyn yeast rescue -8%.
Screening O=C(O)CNC(=O)c1ccc(Sc2ccccc2)c([N+](=O)[O-])c1 returned aSyn yeast rescue -7%.
Cc1cnc(C2OCCO2)c2cccc([N+](=O)[O-])c12 was read as aSyn yeast rescue -4%.
For COc1ccc(OC)c(C(=O)COC(=O)C(CCSC)NC(=O)COc2ccccc2)c1 (stereo unspecified) the results were aSyn yeast rescue -3%.
For N=c1c(C(=O)NCCc2ccccc2)cc2c(=O)n3ccccc3nc2n1CCCN1CCOCC1 the results were aSyn yeast rescue 3%.
For CCOC(=O)Cc1ncccc1C(=O)Nc1ccc(Oc2ccccc2)cc1 the results were aSyn yeast rescue 0%.
CCOc1ccccc1CNC(=O)c1cccn1-c1nnc(N2CCCC2)s1 was read as aSyn yeast rescue -2%.
Cc1ccc(Cc2c(-c3ccc(C)cc3)nc3ccc(Cl)cn23)cc1 was read as aSyn yeast rescue 6%.
CCOc1ccc(C2=NC(c3ccc(OC)cc3)=Nc3ccc(Cl)cc3N2)cc1 was read as aSyn yeast rescue -14%.
`Cc1cc(S(=O)(=O)NCC(c2ccc(N(C)C)cc2)N2CCOCC2)ccc1F` (stereo unspecified) gave aSyn yeast rescue -7%.
`COc1ccc(-c2csc(NC(=O)C3CC(=O)N(Cc4ccco4)C3)n2)cc1` (stereo unspecified) gave aSyn yeast rescue -3%.
Screening O=C(CSc1nc2c([nH]c3ccccc32)c(=O)n1-c1ccccc1)Nc1ccc2c(c1)OCCO2 returned aSyn yeast rescue 11%.
COc1ccc(-c2cc3c(=O)n(CC(=O)N4CCN(C)CC4)ncn3n2)cc1 was read as aSyn yeast rescue -10%.
For Cc1ccc(C2=NS(=O)(=O)N(C)C(C(=O)NC3CCCCC3)=C2)cc1 the results were aSyn yeast rescue -6%.
Screening CC(=O)Nc1ccc(NC(=O)CC(C)n2ccc(C)n2)cc1 (stereo unspecified) returned aSyn yeast rescue -4%.
COc1ccccc1C(=O)Nc1ccc(NC(=O)c2cccs2)cc1 was read as aSyn yeast rescue -2%.
For CCOC(=O)C1=C(COC(=O)COc2ccc(C(C)=O)cc2)NC(=O)NC1C (stereo unspecified) the results were aSyn yeast rescue -1%.
For Cc1cccc(N2CCN(S(=O)(=O)c3cn(C)c(C)n3)CC2)c1C the results were aSyn yeast rescue -6%.
COc1ccc(OC)c(C(=O)NC2CCSc3ccccc32)c1 (stereo unspecified) was read as aSyn yeast rescue -20%.
`CCOc1ccc(CCNC(=O)c2ccc3nc(N4CCC(C)CC4)sc3c2)cc1OCC` gave aSyn yeast rescue -4%.
Cn1nc(-c2ccccc2F)c2cc(C(=O)NCc3cccc(Cl)c3)sc21 was read as aSyn yeast rescue 9%.
CN(C)S(=O)(=O)c1cccc(NC(=O)COC(=O)c2cccn2C)c1 was read as aSyn yeast rescue 2%.
O=C(NC1CC1)c1ccc(Cn2c(SCc3cccc(F)c3)nc3cccnc32)cc1 was read as aSyn yeast rescue -4%.
For CNC(=O)/C(=C\c1cccc(Oc2ccccc2)c1)NC(=O)c1ccccc1 the results were aSyn yeast rescue 2%.
`Cc1ccc(N2CC(C(=O)NC3CC3)CC2=O)cc1Cl` (stereo unspecified) gave aSyn yeast rescue 3%.
CCN1CCN(c2ncc3c(n2)CCN(Cc2ccccc2C)C3)CC1 was read as aSyn yeast rescue 5%.
Screening CCc1ccc(NS(=O)(=O)c2ccc3[nH]cc(C(=O)NCc4ccc(C)cc4)c(=O)c3c2)cc1 returned aSyn yeast rescue 1%.
Screening CCOc1ccc(C2C(=O)N(C3CCCCC3)CC(=O)N2CCC2=CCCCC2)cc1OC (stereo unspecified) returned aSyn yeast rescue -15%.
CCOC(=O)CNC(=O)c1cc2c(=O)n3cccc(C)c3nc2n1C was read as aSyn yeast rescue -6%.
Screening CC(C)N1C(=O)C(O)(c2c[nH]c3ccccc23)c2ccccc21 (stereo unspecified) returned aSyn yeast rescue 3%.
For CCC(C(=O)OCC(=O)N(C)c1c(N)n(Cc2ccccc2)c(=O)[nH]c1=O)c1ccccc1 (stereo unspecified) the results were aSyn yeast rescue 10%.
For Cc1cccc(N(CC(=O)NCCSCc2ccccc2)S(=O)(=O)c2ccccc2)c1C the results were aSyn yeast rescue 4%.
`CCOC(=O)CSc1nnc(-c2ccccc2)c(-c2ccccc2)n1` gave aSyn yeast rescue -5%.
COc1ccc(CNC(=O)CCCn2nc(C)c3sc4ccccc4c3c2=O)cc1OC was read as aSyn yeast rescue 5%.
`Cc1cc(-c2ccc(C)c(S(=O)(=O)NCc3cccc(Br)c3)c2)on1` gave aSyn yeast rescue 6%.
Screening OCC1(CC2CCCCO2)CCN(Cc2ccccc2-c2ccco2)CC1 (stereo unspecified) returned aSyn yeast rescue -4%.
For COc1ccccc1CNC(=O)c1cc2c(s1)-c1ccccc1OC2 the results were aSyn yeast rescue 5%.
Screening Cn1ccc(C(=O)OCC(=O)Nc2ccccc2Cl)n1 returned aSyn yeast rescue -12%.
Cc1ccc(OC(=O)c2cc(-c3ccccc3)nc3ccc(C)cc23)cc1 was read as aSyn yeast rescue -1%.
For COc1cccc(-c2ccc(C3=CC(=O)CC(C)(C)C3=O)cc2)c1OC the results were aSyn yeast rescue 1%.
For COC(=O)c1ccc(NC(=O)CC2C(=O)N(c3ccc(Cl)cc3)C(=O)N2Cc2ccco2)cc1 (stereo unspecified) the results were aSyn yeast rescue -4%.
For CC(=O)Nc1c2c(nn1-c1ccccc1C)CS(=O)(=O)C2 the results were aSyn yeast rescue 4%.
For O=S(=O)(Nc1cccc(-c2ccc(N3CCCCCC3)nn2)c1)c1ccccc1 the results were aSyn yeast rescue 6%.
Cc1ccc2nc(NC(=O)C3CCCN(S(=O)(=O)c4cccnc4)C3)sc2c1 (stereo unspecified) was read as aSyn yeast rescue -14%.
For COc1ccc(N(C(=O)c2ccccc2)S(=O)(=O)c2cccs2)cc1 the results were aSyn yeast rescue -14%.
O=C(NCCO)C(=O)NCC1CCCN1S(=O)(=O)c1cccs1 (stereo unspecified) was read as aSyn yeast rescue -2%.

Three entries from above, sorted by molar mass, lowest first.
For CCOC(=O)Cc1ncccc1C(=O)Nc1ccc(Oc2ccccc2)cc1 the results were aSyn yeast rescue 0%.
`Cc1cc(-c2ccc(C)c(S(=O)(=O)NCc3cccc(Br)c3)c2)on1` gave aSyn yeast rescue 6%.
Screening O=C(CSc1nc2c([nH]c3ccccc32)c(=O)n1-c1ccccc1)Nc1ccc2c(c1)OCCO2 returned aSyn yeast rescue 11%.

The list goes on.
For Cc1cc(-c2c(C(=O)N3CCOCC3)c(C)nn2-c2cccc(C(F)(F)F)c2)no1 the results were aSyn yeast rescue 3%.
Cc1ccc(CNC(=O)c2cc(-c3ccc(C)cc3)nc3n[nH]c(-c4ccc(F)cc4)c23)cc1 was read as aSyn yeast rescue 2%.
O=C(CNC(=O)c1cccs1)OCc1c(F)cccc1Cl was read as aSyn yeast rescue -7%.
`O=C(NCCc1ccc(Cl)cc1)c1ccc(NC2=NC3CS(=O)(=O)CC3S2)cc1` (stereo unspecified) gave aSyn yeast rescue 1%.
Screening O=C(CC(c1cccs1)N1Cc2ccccc2C1=O)Nc1cccc(F)c1 (stereo unspecified) returned aSyn yeast rescue -16%.
Screening Cc1cc(/C=C2\C(=N)N3N=C(C(C)C)SC3=NC2=O)c(C)n1Cc1ccccc1 returned aSyn yeast rescue 9%.
Screening COc1ccc(NC(=O)c2cc(F)c(F)cc2Cl)cc1Cl returned aSyn yeast rescue -8%.
Screening CCOC(=O)c1cc(OC(C)=O)c2ccc(OC)c(OC)c2c1 returned aSyn yeast rescue -34%[inhibitor].
`CCOC(=O)c1noc2ncn(CC(=O)Nc3ccc(OC)c(Cl)c3)c(=O)c12` gave aSyn yeast rescue -3%.
CC(C)c1ccc(NC(=O)C2Cc3ccccc3N2C(=O)c2ccccc2)cc1 (stereo unspecified) was read as aSyn yeast rescue -3%.
Screening CCCCN(CC)CCCNC(=O)c1c(C)oc2ncnc(N3CCOCC3)c12 returned aSyn yeast rescue -2%.
`CCN(CC)S(=O)(=O)c1ccc(Cl)c(NC(=O)COC(=O)/C=C/c2ccc(O)c(OC)c2)c1` gave aSyn yeast rescue -9%.
Screening Cc1nc2sccn2c(=O)c1S(=O)(=O)Nc1ccc(N2CCN(C(=O)C(C)C)CC2)cc1 returned aSyn yeast rescue -17%.
CCOc1ccccc1CNCCCSc1nnnn1C was read as aSyn yeast rescue 4%.
For CCN1CCSc2ccc(C(=O)NC(C)c3ccccc3)cc21 (stereo unspecified) the results were aSyn yeast rescue -5%.
Screening COc1ccccc1N1CCN(C(=O)COc2ccccc2C#N)CC1 returned aSyn yeast rescue 5%.
`Nc1nc(N)c2cc(S(=O)(=O)c3cccc(C(F)(F)F)c3)ccc2n1` gave aSyn yeast rescue -8%.
Screening CC(C)CC1(C)NC(=O)N(Cc2cc([N+](=O)[O-])cc3c2OCOC3)C1=O (stereo unspecified) returned aSyn yeast rescue 9%.
CCCc1cc(C(=O)Nc2ccccc2SC)no1 was read as aSyn yeast rescue -4%.
Cc1ccc(C)c(CN2C(=O)C3(c4ccccc42)N(c2ccc(Cl)cc2)C(=O)CS3(=O)=O)c1 (stereo unspecified) was read as aSyn yeast rescue -4%.
For CC(SC1=Nc2ccccc2C2CC=NN12)C(=O)NC1(C#N)CCCCC1 (stereo unspecified) the results were aSyn yeast rescue -10%.
Screening Cc1cccc(OCc2ccc(-c3nc(C#N)c(NCCN(C)C)o3)o2)c1 returned aSyn yeast rescue 0%.
`CC1CC(C)CN(C(=O)c2cc(S(=O)(=O)N3CCCCC3)ccc2Cl)C1` (stereo unspecified) gave aSyn yeast rescue -2%.
For CC(C)CNC(=O)CC(c1ccccc1)c1ccccc1 the results were aSyn yeast rescue -2%.
For COc1ccc(-n2nnc3c(SCC(=O)N4CCCc5ccccc54)ncnc32)cc1 the results were aSyn yeast rescue -1%.
`COc1cc(C2C(C(=O)OCC(C)C)=C(C)N=C3SCCC(=O)N32)ccc1OCc1ccccc1` (stereo unspecified) gave aSyn yeast rescue 3%.
`CCCc1nc2ccccc2c(C(=O)N(CC)CC(=O)NCc2cccs2)c1CC` gave aSyn yeast rescue -6%.
Screening CCC(c1nnc(SCC(=O)Nc2cccc(S(N)(=O)=O)c2)n1-c1ccc(OC)cc1)N(C)C (stereo unspecified) returned aSyn yeast rescue 5%.
For COc1ccc(-c2cn3nc(N4CCCC(C(=O)Nc5cc(Cl)ccc5OC)C4)sc3n2)cc1 (stereo unspecified) the results were aSyn yeast rescue -1%.
CSc1cccc(NC(=O)C2CCCN(C(=O)c3cnn(-c4ccc(F)cc4)c3-n3cccc3)C2)c1 (stereo unspecified) was read as aSyn yeast rescue 19%.

A run of entries of the results above, for reference:
For CC(SC1=Nc2ccccc2C2CC=NN12)C(=O)NC1(C#N)CCCCC1 (stereo unspecified) the results were aSyn yeast rescue -10%.
Screening Cc1cccc(OCc2ccc(-c3nc(C#N)c(NCCN(C)C)o3)o2)c1 returned aSyn yeast rescue 0%.
`CC1CC(C)CN(C(=O)c2cc(S(=O)(=O)N3CCCCC3)ccc2Cl)C1` (stereo unspecified) gave aSyn yeast rescue -2%.
For CC(C)CNC(=O)CC(c1ccccc1)c1ccccc1 the results were aSyn yeast rescue -2%.
For COc1ccc(-n2nnc3c(SCC(=O)N4CCCc5ccccc54)ncnc32)cc1 the results were aSyn yeast rescue -1%.
